SV40 large T antigen = TAg ATPase/helicase activity blockers – biochemical (AID 1903); 0.39% of 310,000 active; inhibition, % at 20 µM; hits with a dose series show IC50 in µM; SV40 large T antigen ATPase/helicase inhibition assay; higher % means a stronger effect; in the data active = a potency from the dose series; inconclusive = inhibition mostly from about 32% at the one dose, without a potency; inactive = the rest, 99 in 100 with inhibition below about 32%; also: strong numbers were not always called active
West Nile virus CPE = West Nile virus antiviral activity, cell-based, CPE readout (AID 1621) | West Nile virus-infected cells, CPE inhibition; higher % means a stronger effect | 0.02% of 290,000 active | one-dose CPE inhibition, % at 10 µM; IC50 in µM for titrated hits; in the data active = a potency from the dose series; inconclusive = CPE inhibition mostly from about 3.7% at the one dose, without a potency; inactive = the rest, 99 in 100 with CPE inhibition below about 2.2%; also: strong numbers were not always called active
NTR1 agonist = NTR1-driven beta-arrestin-GFP spot formation – imaging, U2OS cells, high content, primary screen (AID 493036); 0.17% of 330,000 active; activation, % at 20 µM; agonist mode; P30989;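 active = activation at or above 40% of the spot to cytoplasm intensity ratio, with at least 20 cells analyzed; inconclusive = wells under 20 cells, flagged as cytotoxic or low count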;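 also: 0% = DMSO without peptide and 100% = 100 nM NTR1 peptide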
Target sequence (P30989 whole entry, looked up): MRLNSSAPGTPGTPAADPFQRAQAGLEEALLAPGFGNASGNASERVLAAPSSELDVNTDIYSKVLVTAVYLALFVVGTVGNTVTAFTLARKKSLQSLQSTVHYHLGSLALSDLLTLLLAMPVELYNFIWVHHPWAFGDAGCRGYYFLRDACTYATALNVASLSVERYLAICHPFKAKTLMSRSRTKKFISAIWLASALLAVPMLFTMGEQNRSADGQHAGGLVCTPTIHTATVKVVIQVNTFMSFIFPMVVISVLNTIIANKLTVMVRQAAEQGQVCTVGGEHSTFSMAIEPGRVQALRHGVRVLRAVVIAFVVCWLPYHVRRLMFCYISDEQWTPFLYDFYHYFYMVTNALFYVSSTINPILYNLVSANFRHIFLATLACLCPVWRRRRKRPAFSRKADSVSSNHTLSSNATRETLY
NS5 inhibitors = flavivirus cap methylation enzyme inhibition – biochemical, confirmation dose response, primary screen (AID 588689) | 0.3% of 340,000 active | inhibition, % at 25 µM, or IC50 in µM where a hit was titrated | Dengue-2 NS5 methyltransferase capping enzyme assay, biochemical; higher % means a stronger effect; in the data active = a potency from the dose series; inconclusive = inhibition above about 29% without an active follow-up result
AID2073 = inhibitors of Mint1-CaV2.2 protein interaction, biochemical, HTRF (AID 2073) | HTRF protein-protein interaction, Mint1-CaV2.2; higher % means a stronger effect | inhibition, % at 20 µM; hits with a dose series show IC50 in µM | 0.19% of 290,000 active; in the data active = inhibition mostly above about 51%, no sharp cut-off; inconclusive = no clear call, values can overlap the other calls; inactive = mostly below about 53%; also: some results filed as inactive read as strong as hits
Siah-1 displacement = blockers of Siah-1 interaction with plectin peptide – biochemical, fluorescence polarization, rhodamine-plectin, uHTS, primary screen (AID 1817); Siah-1 / rhodamine-plectin peptide fluorescence polarization; higher % means a stronger effect; displacement, % at 20 µM, or IC50 in µM where a hit was titrated; 0.02% of 290,000 active;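 active = displacement of at least 50% at 20 µM, with a fluorescence ratio check between 0.3 and a set limit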;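 also: plate controls were Siah plus tracer with DMSO for no effect and tracer alone without Siah for full effect; strong numbers were not always called active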
K1F lysis inhibition = protection from phage-mediated lysis, alamar blue read-out – E. coli UTI89, K1F phage, bacterial capsule biogenesis inhibitors (AID 488966); E. coli UTI89 K1F phage lysis, alamar blue, 2 h; higher % means a stronger effect; inhibition, % at 100 µM; hits with a dose series show IC50 in µM; 0.02% of 340,000 active;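 active = phage lysis inhibition, versus mean bacterial control, above a set limit; inconclusive = no clear call, values can overlap the other calls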;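 also: capsule biogenesis inhibitors block K1F phage lysis so surviving cells raise fluorescence; higher fluorescence means more inhibition of phage lysis; actives were called in the ten point dose series up to 300 µM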
MgcRacGAP inhibition = MgcRacGAP GTPase-activating activity inhibitors, confirmation, biochemical, ADP Hunter fluorescence | MgcRacGAP-stimulated Rac1 GTP hydrolysis, ADP Hunter fluorescence; higher % means a stronger effect; GST-tagged Rac1 F28L mutant substrate | one-dose inhibition, % at 30 µM; IC50 in µM for titrated hits | 0.6% of 340,000 active;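 active = first-screen hits whose inhibition reached a set limit at any dose in the follow-up dose series; inconclusive = inhibition above the set first-screen limit but never retested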;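 also: fluorescence reports GDP produced by GAP-driven GTP hydrolysis; strong numbers were not always called active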
RSV CPE inhibition = RSV antiviral activity via CPE protection, HEp-2 cells, primary 10 µM value included (AID 2391). HEp-2 cells, RSV-induced CPE inhibition; higher % means a stronger effect. CPE inhibition, % at 10 µM; hits with a dose series show IC50 in µM. 0.13% of 310,000 active; in the data active = a potency from the dose series; inconclusive = CPE inhibition mostly from about 23% at the one dose, without a potency; inactive = the rest, 99 in 100 with CPE inhibition below about 21%; also: strong numbers were not always called active
NTR1 agonist cell count 20 µM = further read-out of NTR1 agonist, marked with its call; cell count; measured here: cell count, cytotoxicity flag
NS5 inhibitors pilot replicate = also measured in NS5 inhibitors; calls as there; inhibition, %; measured here: pilot screen replicate inhibition
The depositor's hits bear a star; u = inconclusive; x = not tested or not shown; [ ] = dose if it differs, or a comment.

SMILES	SV40 large T antigen	West Nile virus CPE	NTR1 agonist	NTR1 agonist cell count 20 µM	NS5 inhibitors	AID2073	Siah-1 displacement	K1F lysis inhibition	MgcRacGAP inhibition	RSV CPE inhibition	others
O=C1N/C(=N\N=C\c2cccs2)SC1Cc1cccc(Cl)c1Cl (stereo not drawn)	0%	0.1%	2.1	36	-1%	3%	-3%	2.8%	4%	-0.1%
Cn1ncc(Cl)c1C(=O)N1CCc2ccccc21	4%	0.5%	2.4	52	-10%	2%	3%	7.7%	6%	0.3%
CC(=O)Nc1ccc(S(=O)(=O)N2CCN(c3cnn(C)c(=O)c3Cl)CC2)cc1	6%	0.3%	-0.1	85	-4%	-14%	4%	0.8%	-8%	-1.4%
CCc1nnc(NC(=O)CCC(=O)NC2CCCC2)s1	x	-0.1%	-0.7	57	-14%	1%	1%	0.1%	-4%	0.0%
Cc1cc(C)c(C(=O)CSc2nc(C)cc(C)c2C(N)=O)c(C)c1	2%	0.1%	1.1	44	1%	40%	6%	3.5%[50 µM]	8%	4.6%
CN(C)c1ccc(C2C3=C(CCCC3=O)OC3=C2C(=O)CCC3)cc1	13%	0.5%	0.7	60	4%	1%	0%	1.7%	8%	-1.6%
Cc1cc(C)c(C)c(S(=O)(=O)N2CCC(C(=O)N3CC(C)CC(C)C3)CC2)c1C (stereo not drawn)	14%	x	2.0	50	-1%	x	x	-0.2%[50 µM]	2%	4.2%
COc1ccc(NC(=S)N(Cc2cccc(Br)c2)CC2CCC(C(=O)O)CC2)cc1 (stereo not drawn)	6%	-0.4%	0.6	48	-5%	11%	7%	-0.5%	6%	2.0%
COc1ccc(-c2nc3ccccc3c(=O)n2NC(=S)N(C)C)cc1	7%	0.3%	-1.1	54	12%	-12%	10%	0.9%[50 µM]	14%	1.1%
CCc1ccc(-c2ccc(C(=O)O)c(C)n2)cc1	5%	0.8%	0.3	60	-1%	6%	9%	-0.8%[50 µM]	-8%	2.7%
CCOc1ccccc1N1CCN(C(=O)CNC(=O)c2sc3ccccc3c2Cl)CC1	2%	-0.5%	1.9	47	1%	6%	0%	0.1%	-4%	2.5%
CCOC(=O)CCNC(=O)Nc1ccc2nc(C)n(Cc3ccccc3Cl)c(=O)c2c1	-5%	-0.1%	-0.8	49	-4%	10%	2%	0.2%	9%	8.0%
CCOC(=O)c1cc2occc2n1CC(=O)Nc1ccc(OC)cc1OC	1%	0.2%	0.8	56	-2%	4%	-2%	0.2%	12%	3.0%
COc1ccc(NC(=O)N(C2CCCCC2)C2CCN(C(C)C)CC2)c(OC)c1	4%	0.3%	x	x	-3%	-36%	0%	0.4%	2%	x
COCCCN1C(=O)C(O)=C(C(C)=O)C1c1cccc(F)c1 (stereo not drawn)	0%	x	-1.1	66	-8%	-12%	5%	-0.3%	3%	0.9%
CN1C(=O)SC(Nc2ccccc2)C1=O (stereo not drawn)	6%	0.0%	0.9	50	-1%	4%	6%	u	12%	-0.5%
COc1ccc(NCc2nn(CC(=O)c3ccc(Br)cc3)c3[n+]2CCCCC3)cc1	6%	-0.8%	1.3	58	-19%	1%	4%	0.6%	10%	-0.8%
COc1ccc(C(=O)NCc2cc(C)nc3ccccc23)cc1	7%	0.2%	-0.1	102	6%	1%	0%	0.1%	-16%	3.2%
CCOC(=O)NC(=O)COC(=O)CCCc1nc2ccccc2s1	23%	-0.9%	-1.1	54	1%	0%	4%	0.1%	-1%	0.5%
O=C(COC(=O)c1ccc(F)cc1F)Nc1ccc2[nH]c(=O)[nH]c2c1	12%	0.1%	-1.6	84	x	8%	-3%	-1.0%	3%	2.0%
COc1cccc(/C=C2\SC(=S)N(CCC(=O)NNC(=O)c3ccccc3OC)C2=O)c1	3%	-0.9%	1.5	43	2%	10%	12%	0.0%	5%	1.6%
O=S(=O)(c1ccc(=S)[nH]c1)N1CCCCCC1	x	x	0.9	73	-10%	x	x	0.5%	7%	-0.2%
C[N+](C)(CCCCCC[N+](C)(C)CCCN1C(=O)c2cccc3cccc(c23)C1=O)CCCN1C(=O)c2cccc3cccc(c23)C1=O	4%	x	-1.3	57	-7%	x	x	1.8%	u	-2.0%
CCC(=O)Nc1cc(C)c(OC)c(C)c1	5%	1.5%	1.4	72	-5%	1%	1%	0.2%	5%	1.4%
CCOC(=O)C1Nc2c(F)cc(C)cc2C2C=CCC12 (stereo not drawn)	26%	-0.3%	4.1	56	x	x	x	x	x	4.2%
Cc1ccc(-c2nc(N)sc2CC(=O)OCC(=O)N2C(C)CCCC2C)cc1 (stereo not drawn)	14%	-0.2%	3.2	48	-4%	-16%	-8%	0.0%	8%	0.3%
Cc1ccc2nc(N3CCN(C)CC3)c(C=O)c(=O)n2c1	10%	0.1%	-1.0	81	6%	7%	0%	0.1%	8%	0.3%
O=S(=O)(NC1=NCCCCC1)c1cc(F)ccc1F	x	x	-1.2	59	2%	x	x	1.8%	2%	x
CN(C)c1ccc(C2/C(=C(/O)c3ccc(Br)cc3)C(=O)C(=O)N2C)cc1 (stereo not drawn)	8%	0.2%	-1.3	86	-3%	9%	-4%	0.0%	9%	2.5%
CCN(Cc1cc2cccc(C)c2[nH]c1=O)C(=O)c1ccccc1OC	x	0.2%	-0.4	26	-6%	-1%	0%	1.8%	10%	2.5%
CC(C)C[C@H]1CN=C(N(C)C)N1CCc1cccc(F)c1	x	x	-0.6	65	9%	x	x	2.7%	4%	x
COc1cc(/C=N/NC(=O)C(=O)N2CCCC2)ccc1O	26%	0.6%	-1.1	40	-3%	4%	8%	0.1%	27µM*	-0.5%
O=c1cc(N2CCN(Cc3ccccc3)CC2)[nH]c(=O)n1-c1cccc(C(F)(F)F)c1	10%	u	-0.8	41	-2%	12%	1%	0.2%	-1%	0.9%
CCOc1ccc(-n2c(SCC(N)=O)nc3c([nH]c4ccccc43)c2=O)cc1	-3%	-0.1%	4.2	56	-8%	-8%	6%	-2.1%	6%	4.1%
CCCc1ccc(C(=O)NNC(=O)c2ccc(Br)cc2)cc1	-5%	-0.8%	0.1	63	9%	7%	9%	-1.6%	9%	3.3%
COc1ccc2c(c1)CCc1c(C(=O)NCc3cccnc3)noc1-2	13%	x	0.3	62	2%	-2%	-1%	0.2%	9%	-0.7%
CC1CCCN(C(=O)C2CCN(S(=O)(=O)c3cccs3)CC2)C1 (stereo not drawn)	x	x	-0.4	47	-9%	x	x	1.2%[50 µM]	10%	x
Cn1c(N)c(N2CCN(c3ccccc3)CC2)c(=O)[nH]c1=O	9%	-0.5%	-0.5	32	3%	4%	-3%	0.2%	2%	-1.1%
Cc1ccc(SCCC(=O)OCn2nnc3ccccc3c2=O)cc1	10%	-0.6%	1.1	48	1%	-10%	-4%	1.4%	2%	0.7%
COc1ccc(C(=O)NNC(=O)C23CC4CC(CC(C4)C2)C3)cc1OC	x	x	0.2	90	1%	x	x	0.9%[50 µM]	4%	1.8%

Part of the list above in order of SMILES length, lowest first:
SMILES	SV40 large T antigen	West Nile virus CPE	NTR1 agonist	NTR1 agonist cell count 20 µM	NS5 inhibitors	AID2073	Siah-1 displacement	K1F lysis inhibition	MgcRacGAP inhibition	RSV CPE inhibition	others
Cc1ccc(SCCC(=O)OCn2nnc3ccccc3c2=O)cc1	10%	-0.6%	1.1	48	1%	-10%	-4%	1.4%	2%	0.7%
COc1ccc(C(=O)NNC(=O)C23CC4CC(CC(C4)C2)C3)cc1OC	x	x	0.2	90	1%	x	x	0.9%[50 µM]	4%	1.8%
Cc1ccc(-c2nc(N)sc2CC(=O)OCC(=O)N2C(C)CCCC2C)cc1 (stereo not drawn)	14%	-0.2%	3.2	48	-4%	-16%	-8%	0.0%	8%	0.3%

In the list so far, these have an aryl thioether with sulfur outside any ring:
SMILES	SV40 large T antigen	West Nile virus CPE	NTR1 agonist	NTR1 agonist cell count 20 µM	NS5 inhibitors	AID2073	Siah-1 displacement	K1F lysis inhibition	MgcRacGAP inhibition	RSV CPE inhibition	others
Cc1cc(C)c(C(=O)CSc2nc(C)cc(C)c2C(N)=O)c(C)c1	2%	0.1%	1.1	44	1%	40%	6%	3.5%[50 µM]	8%	4.6%
CCOc1ccc(-n2c(SCC(N)=O)nc3c([nH]c4ccccc43)c2=O)cc1	-3%	-0.1%	4.2	56	-8%	-8%	6%	-2.1%	6%	4.1%
Cc1ccc(SCCC(=O)OCn2nnc3ccccc3c2=O)cc1	10%	-0.6%	1.1	48	1%	-10%	-4%	1.4%	2%	0.7%

Next section
SMILES	SV40 large T antigen	West Nile virus CPE	NTR1 agonist	NTR1 agonist cell count 20 µM	NS5 inhibitors	AID2073	Siah-1 displacement	K1F lysis inhibition	MgcRacGAP inhibition	RSV CPE inhibition	others
CCC1Oc2ccccc2N(CC(=O)Nc2ccc3c(c2)OCCO3)C1=O (stereo not drawn)	-3%	-0.6%	0.3	65	-2%	0%	6%	0.6%	10%	-0.2%
CC1CC(C)CN(CC(=O)N2CCOCC2)C1 (stereo not drawn)	10%	0.8%	-0.1	56	4%	7%	0%	-1.0%[50 µM]	26%	1.8%
O=C(CCSCc1ccccc1Cl)NC1CCCC1	-57%	0.6%	4.7	54	-5%	0%	8%	0.0%[50 µM]	-9%	0.4%
CCOC(=O)N1CCC(n2c(SCC(=O)Nc3ccccc3OC)nc3ccccc3c2=O)CC1	8%	2.7%	3.5	79	-8%	2%	1%	0.4%	7%	5.6%
CN(C)C(=O)c1ccc(-c2nnc(NCc3ccccc3)c3ccccc23)cc1	18%	-0.7%	4.8	79	-1%	0%	4%	1.3%[50 µM]	-2%	8.3%
CCn1c(=O)c2sccc2n(Cc2ccccc2)c1=O	3%	-0.3%	-0.8	59	-4%	13%	8%	0.2%	12%	0.6%	NS5 inhibitors pilot replicate=-6.7
Fc1ccccc1OCCSc1nc2ccccc2o1	9%	0.2%	-0.2	79	x	9%	-1%	-0.1%	-5%	0.0%
COc1ccc(-c2noc(-c3ccccc3C(=O)NCC3CCCO3)n2)cc1 (stereo not drawn)	9%	0.1%	-0.2	47	-1%	10%	0%	-1.2%	4%	0.2%
CCCCOc1ccc(S(=O)(=O)NNC(=O)C2Cc3c(ccc4ccccc34)O2)cc1 (stereo not drawn)	-4%	0.3%	9.6	79	-5%	-2%	7%	-0.4%	6%	39%
Cc1noc(C)c1Cn1nc(C(=O)O)c2ccccc2c1=O	16%	0.2%	1.1	54	1%	-6%	5%	0.3%	9%	2.1%
O=C(Cn1ccc(C(F)(F)F)n1)NNC(=O)c1cccnc1	3%	-0.2%	0.7	74	-1%	-1%	0%	1.2%[50 µM]	8%	1.1%
Cc1ccc(C(=O)N/N=C/c2ccc(-c3cccc(C(F)(F)F)c3)o2)cn1	8%	0.2%	5.7	49	-6%	16%	0%	2.1%	9%	1.9%

An unsorted share of the library, and some 1.6% of all compounds hit somewhere here.
